High-throughput results (PubChem BioAssay)
UPR CHOP act – activators of apoptotic arm of unfolded protein response (CHOP); CHO-CHOP luciferase reporter, UPR activation, luminescence; percent of tunicamycin response over DMSO baseline; activation, % at 10 µM; hit rate 0.34% among 330,000; AID 449763;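 active = at 10 µM dose, activation of 40% or more, normalized to positive control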;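 also: 100% = tunicamycin at 10 µg/mL and 0% = DMSO alone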
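Assay system: CHO cells with stable CHOP pathway luciferase reporter; Buffer or medium: F12 plus 10% serum; Times: 16-18 h cell attachment, then 6 h compound exposure, 37 °C; Signal: luciferase luminescence; Read-out basis: percent activation relative to tunicamycin control; Control set: tunicamycin high control, DMSO low control.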
Mdm2 MdmX PPI – disrupts the human Mdm2-MdmX interaction | O15151+Q00987 | SaOS-2 split-luciferase Mdm2/MdmX complementation, luminescence | inhibition, % at 8 µM | hit rate 3% among 330,000;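 active = inhibition of at least 50% at 8 µM in the primary screen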
APJ antag – blocks the human apelin receptor APJ. P35414. CHO-K1 APJ beta-arrestin complementation, luminescence. inhibition, % at 20 µM. hit rate 0.32% among 330,000. AID 2521;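 active = inhibition above about 40% at 20 µM, limit read from the data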;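 also: cells challenged with 10 nM apelin-13 agonist together with compound; plate controls were apelin-13 plus DMSO wells for no effect and DMSO wells lacking apelin-13 for full effect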
Target sequence (P35414 whole entry, looked up): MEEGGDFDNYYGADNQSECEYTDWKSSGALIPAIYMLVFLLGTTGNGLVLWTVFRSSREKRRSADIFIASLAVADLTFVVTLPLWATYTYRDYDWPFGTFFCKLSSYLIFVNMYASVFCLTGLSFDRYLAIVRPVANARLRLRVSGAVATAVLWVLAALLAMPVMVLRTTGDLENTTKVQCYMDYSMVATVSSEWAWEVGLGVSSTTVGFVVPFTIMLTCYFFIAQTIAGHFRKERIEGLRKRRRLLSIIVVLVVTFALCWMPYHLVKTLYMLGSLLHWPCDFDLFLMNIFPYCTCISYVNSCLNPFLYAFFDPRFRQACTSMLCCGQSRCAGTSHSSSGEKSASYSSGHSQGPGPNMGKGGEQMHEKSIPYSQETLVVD
APJ ag – agonists of human APJ apelin receptor. P35414. AID 2520. hit rate 0.11% among 330,000. CHO-K1 APJ PathHunter beta-arrestin, luminescence; 0% DMSO wells, 100% apelin. activation, % at 20 µM;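 active = activation more than six SD over the plate average, tested at 20 µM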;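 also: 0% = DMSO alone and 100% = apelin-13 at 10 nM; some results filed as inactive read as strong as hits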
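Test system: CHO-K1 APJ beta-arrestin complementation cell line | Compound: Single test compound dose, 20 µM final, 1% DMSO | Incubation: Compound 90 min 25 °C, reagent 1 h | Measured by: beta-gal luminescence | Read-out basis: APJ–arrestin association signal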
Jurkat NFkB inh – inhibitors of the PMA/ionomycin-induced NF-kB reporter in Jurkat cells | PMA/ionomycin-induced NF-kB luciferase reporter, luminescence | inhibition, % at 4 µM | hit rate 0.53% among 330,000; in the data active = inhibition above about 50%
697 NFkB inh – inhibitors of the PMA/ionomycin-induced NF-kB reporter in 697 B cells; AID 435022; 697 B-cell NF-kB luciferase reporter, 16 h; hit rate 0.33% among 330,000; inhibition, % at 4 µM; in the data active = inhibition above about 35%
UPR XBP1 act – activators of adaptive arm of unfolded protein response (XBP1). CHO-XBP1 luciferase reporter, IRE1-XBP1 UPR activation, luminescence; percent of tunicamycin response, DMSO as zero. hit rate 0.33% among 330,000. activation, % at 20 µM;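 active = versus positive control, 20 µM dose yields 30% or more activation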;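 also: 100% = tunicamycin at 10 µg/mL and 0% = DMSO only wells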
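Material: CHO cell line with stable XBP1 luciferase reporter; schedule: 16-18 h cell attachment at 37 °C, then 6 h compound exposure; signal: glow luminescence from Steady-Glo reagent; medium: serum-containing F12 medium, 10% FBS; benchmarks: tunicamycin 10 µg/mL and vehicle-only wells; read-out: percent activation relative to tunicamycin reference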
tim23-1 inh – inhibits growth of tim23-1 mutant yeast; inhibition, % at 20 µM; hit rate 1.3% among 330,000; S. cerevisiae tim23-1 growth, BacTiter-Glo luminescence, 24 h;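 active = growth inhibition of the mutant yeast at or above 50%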;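 also: temperature-sensitive mutant grown at 25 °C; plate controls were DMSO-treated mutant yeast for no effect and medium wells lacking yeast for full effect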
An asterisk follows results filed as active.

SMILES	UPR CHOP act	Mdm2 MdmX PPI	APJ antag	APJ ag	Jurkat NFkB inh	697 NFkB inh	UPR XBP1 act	tim23-1 inh
Cc1ccc(NC(=O)NCCCN2CCOCC2)cc1	-2.9	-1	-9	0	-27	0	4	-4
CCc1noc(C)c1C(=O)Nc1nc(-c2ccc(Cl)cc2Cl)cs1	-2.0	32	-12	2	2	4	-1	33
Cc1ccc(Cl)cc1NC(=O)CSC(N)=O	-1.9	-3	-3	-3	1	7	2	23
Cc1cccc(N=CC=C2OC(C)(C)C(C)(C)O2)c1	1.9	15	-17	-1	-1	-11	1	2
Cc1ccc(S(=O)(=O)N(CCO)Cc2cc3ccc(C)c(C)c3[nH]c2=O)cc1	-2.0	19	9	-5	-16	-17	-2	14
Cc1ccc(NC2(C#N)C(=O)Nc3ccccc32)cc1 (stereo not drawn)	-3.5	23	38	-8	-3	11	-2	11
COc1ccc(C)cc1Nc1n[n+](-c2ccccc2)c(-c2c(Cl)cccc2Cl)s1	11	95*	28	7	-5	-19	5	-21
CCCN1CCN(c2nc(-c3cccs3)nc3ccccc23)CC1	-1.1	-23	-3	-4	3	12	-2	10
CC12CCC(=O)N1C(C(=O)Nc1nc(-c3ccccc3)cs1)CS2 (stereo not drawn)	1.5	20	-67	-2	14	-8	6	-12
O=c1cnn(Cc2ccc(Cl)c(Cl)c2)c2ccccc12	1.4	-5	3	2	3	-15	1	10
O=C(NCc1ccccc1Cl)c1ccc(CS(=O)(=O)c2ccccc2)o1	3.3	20	20	-1	13	-19	-1	-1
Cc1ccc(NC(=S)NN2CCN(C)CC2)c(C)c1	-1.6	14	2	-1	-6	-9	2	0
O=c1cc(NCc2ccccc2)[nH]c(=O)[nH]1	0.2	-6	13	5	-3	9	0	-1
CCc1ccccc1N1C(=O)C(Cl)=C(N2CCOCC2)C1=O	-0.6	-3	4	-2	5	1	-3	13
O=C(Nc1cccn(Cc2c(Cl)cccc2Cl)c1=O)c1ccccc1Cl	2.7	24	-3	-2	2	-31	2	7
NC(=O)c1cc(N)ccc1N1CCCC1	-1.8	11	17	11	6	-3	-1	14
CC1SC(c2ccc(Cl)cc2)NC1=O (stereo not drawn)	0.1	7	4	-4	5	14	-7	3
Cc1cc2cc(OCc3ccccc3)ccc2n1C	5.4	-77	0	-1	-112	-147	0	8
C/C(CC(=O)Nc1ccc(F)cc1)=N\NC(=O)COc1ccccc1	-1.9	-2	-27	-4	0	20	3	21
COc1ccc2nc(-c3ccc(F)cc3)sc2c1	-6.0	-138	-6	2	-127	-311	-7	6
CCC(C)C(=O)Nc1ccccc1N1CCN(c2ccc(F)cc2)CC1 (stereo not drawn)	-0.4	23	14	1	9	-13	-1	22
COc1ccc(NC(=O)c2ccc(NCCCN3CCOCC3)c([N+](=O)[O-])c2)cc1	-0.9	5	9	-4	-7	16	-2	0
O=C(COc1ccc(S(=O)(=O)N2CCCCC2)cc1)NCC1CCCO1 (stereo not drawn)	-0.2	-4	-16	-2	2	8	-4	15
CCN(CC)Cc1c(-c2ccccc2)[nH]c2ccc(C)cc2c1=O	1.2	-6	3	0	1	10	5	9
COc1cc(/C=C/C(=O)O)ccc1O	-0.4	10	4	-2	6	24	-1	4
CN(c1ccc(C(=O)NCc2ccncc2)cc1)S(=O)(=O)c1ccc(Cl)cc1	0.1	17	5	1	7	16	-5	1
O=C(CCN1CCCCC1=O)NC1CCCc2c1cnn2-c1ccccc1F (stereo not drawn)	-0.6	21	3	-3	-1	9	0	-12
COc1ccccc1NC(=O)CS(=O)(=O)c1cn(CC(=O)N(C(C)C)C(C)C)c2ccccc12	-0.1	-2	-2	-3	-10	12	-4	14
Cc1cccc(N2CCN(C(=O)N3CCCCC3)CC2)c1C	-1.6	19	15	-2	-1	-4	-1	19
Cc1c(NC(=O)Nc2cccc(C(F)(F)F)c2)c(=O)n(-c2ccccc2)n1C	6.7	-2	19	6	-12	5	-2	-1
CCN(CC)S(=O)(=O)c1ccc(-c2nnc(SCC(=O)Nc3nnc(C)s3)n2CC)cc1	0.3	4	-36	-1	-4	-10	2	5
CCOc1ccc(NC(=O)c2ccc(NC(=O)C3CCCO3)cc2)cc1 (stereo not drawn)	0.8	25	3	-1	4	21	-1	5
COc1cc(/C=C/C(=O)O[C@H]2[C@H](O[C@@H]3O[C@@H](C)[C@H](O)[C@@H](O)[C@H]3O)[C@@H](O)[C@H](OCCc3ccc(O)c(OC)c3)O[C@@H]2CO)ccc1O	-1.0	17	-6	-4	-2	-8	2	26
CCOC(=O)c1oc2ccccc2c1COC(=O)CNC(=O)c1ccccc1	2.3	14	6	1	-3	6	-3	17
Cc1c(Cl)cccc1NC(=O)CNC(=O)c1cn(-c2ccccc2)nc1-c1cccnc1	-1.0	11	-13	3	-20	15	-2	2
Cc1sc(NC(=O)c2ccc(Br)s2)c(C(N)=O)c1C	4.9	-129	31	-7	-134	-125	3	7

Of the compounds above, these contain a thiophene ring, fused or not.
SMILES	UPR CHOP act	Mdm2 MdmX PPI	APJ antag	APJ ag	Jurkat NFkB inh	697 NFkB inh	UPR XBP1 act	tim23-1 inh
CCCN1CCN(c2nc(-c3cccs3)nc3ccccc23)CC1	-1.1	-23	-3	-4	3	12	-2	10
Cc1sc(NC(=O)c2ccc(Br)s2)c(C(N)=O)c1C	4.9	-129	31	-7	-134	-125	3	7

Following part:
SMILES	UPR CHOP act	Mdm2 MdmX PPI	APJ antag	APJ ag	Jurkat NFkB inh	697 NFkB inh	UPR XBP1 act	tim23-1 inh
COc1cccc(Nc2ncc(C#N)c(N)n2)c1	11	46	1	0	4	-31	4	13
COc1ccc(Cn2nnnc2C(c2ccccn2)N2CCN(c3cc(Cl)ccc3C)CC2)cc1 (stereo not drawn)	1.7	39	-5	-1	7	-20	-1	41
CCOC(=O)c1nn(-c2ccc(F)cc2)c(=O)c2c(N)scc12	-1.2	-1	-21	3	13	5	1	4
COc1cc(/C=C/C(=O)O)ccc1OCc1cnc(Cl)s1	-2.3	-2	-6	-2	7	15	2	17
Cc1cccn2c(=O)c3cc(C(=O)NC(C)C)c(=N)n(Cc4ccncc4)c3nc12	1.5	-21	13	-3	-8	4	0	-8
CCOC(=O)c1cnc2c(Cl)cccc2c1NCCN(C)C	1.1	0	13	-6	10	2	0	0
Cc1[nH]c2ccccc2c1C(=O)/C=C/c1ccccc1	2.7	-9	1	-3	-32	-43	3	64*
CCOC(=O)c1sc(NNC(=O)c2ccc(C)cc2)nc1C	3.8	16	-13	1	0	-9	0	7
Cc1cc(C(=O)NNC(=O)c2ccc(C)s2)c(C)o1	-1.2	4	-63	-5	8	-3	-1	-13
Cc1ccc(NC(=O)Cn2nnc(-c3ccccc3NC(=O)c3cccs3)n2)cc1	1.7	48	1	-3	45	-33	5	-35
CCN(CC)CCOC(=O)/C=C/c1ccccc1OC	0.6	20	-1	0	4	-3	-1	4
O=C(Nc1ccccc1)c1ccc2c(c1)OCCCO2	-1.7	-107	2	-5	-125	1	-7	51*
Cc1cc(N2CCN(c3ccc(F)cc3)CC2)nc2cc(O)ccc12	-0.3	-12	10	-4	13	-12	3	-25
CCCn1c(C2CC(=O)N(c3cc(OC)ccc3OC)C2)nc2ccccc21 (stereo not drawn)	1.0	16	4	-2	1	10	-2	4
COc1ccc(NC(=O)CSc2nnc(-c3cc(C)[nH]n3)n2N)cc1OC	-1.9	-6	-30	-5	-1	1	-1	-10
NC(=O)c1ccsc1NC(=O)c1ccc(S(=O)(=O)N2CCCC2)cc1	2.6	18	-7	1	-12	-30	4	-3
COC(C(=O)Nc1ccnn1C1CCN(C(=O)c2ccc(C=O)cc2)CC1)c1ccccc1 (stereo not drawn)	2.1	-6	0	-3	7	-6	-5	6
C=CCOc1ccc(CNCCc2ccc(S(N)(=O)=O)cc2)cc1	0.3	4	-9	-2	26	7	0	-75
CN(Cc1ccco1)C(=O)c1c[nH]c2ccc(S(=O)(=O)Nc3ccc4c(c3)OCCO4)cc2c1=O	1.3	-3	-13	1	11	8	-2	5
COc1ccc(-c2nc(SC(CC(=O)NCCO)c3cccs3)n[nH]2)cc1 (stereo not drawn)	-0.8	8	-10	0	-8	0	-1	7
CCOC(=O)N1CCc2c(sc(NC(=O)CN3CCOCC3)c2C#N)C1	-0.3	11	-1	-4	-8	21	-2	8
O=C(CSc1nnc(C2COc3ccccc3O2)o1)Nc1nccs1 (stereo not drawn)	-0.8	-2	7	-1	-1	7	-2	-7
Cc1c(NC(=O)C2(c3ccc(Cl)cc3)CCCC2)c(=O)n(-c2ccccc2)n1C	1.0	-1	-15	0	12	21	-1	13
CC(C)CNS(=O)(=O)c1ccc(CCC(=O)NCc2ccncc2)cc1	-0.6	-5	3	-1	-10	10	-2	-5
Cc1ccc(C)c(CNS(=O)(=O)c2c(C)[nH]c(C)c2C(=O)N2CCCCC2)c1	-0.4	18	-18	-2	-3	0	-5	6
O=C(NCc1ccc(N2CCCC2=O)cc1)NC1CCCCC1	-0.8	3	8	-2	3	3	-1	13
COC(C[C@H]1O[C@H]1C(=O)[C@@H](C)OCc1ccccc1)OC	0.2	-10	-58	-5	5	-4	-1	-4
Cc1ccc(-n2c(C)cc(/C=N/Nc3ccc([N+](=O)[O-])cn3)c2C)cc1	1.7	20	9	-4	10	-2	-3	3
CC(Sc1ccc(S(=O)(=O)N2CCCC2)cn1)C(N)=O (stereo not drawn)	0.4	19	3	0	-2	13	-3	7
O=C(NNC(=O)c1csc(-c2cccnc2)n1)c1ccccc1	0.7	6	-15	2	-18	-6	-3	0
CC(Sc1ccc(Cl)cc1)C(=O)NNC(=O)c1ccco1 (stereo not drawn)	0.8	23	6	-5	4	8	-1	4
N#Cc1ccsc1NC(=O)CN1CCCCCC1	0.4	0	2	-5	-4	-19	0	1
Cc1nn(Cc2c(F)c(F)c(F)c(F)c2F)c(C)c1NC(=O)c1nn(C)cc1[N+](=O)[O-]	-1.1	10	-25	-3	13	20	1	16
COc1ccc2c(c1)CC(C)C/C2=N\NC(=O)c1ccco1 (stereo not drawn)	-3.4	0	-9	1	-14	-11	-2	14
COc1cccc(NC(=O)C2C3C=CC4(O3)C2C(=O)N(C(C)C)C4C(=O)NC2CCCCC2C)c1 (stereo not drawn)	-1.3	28	10	-5	-9	10	-3	8
O=S(=O)(NCC1CCCO1)c1ccc(S(=O)(=O)N2CCCC2)cc1 (stereo not drawn)	1.3	0	-15	2	4	17	-4	7
O=C(NCC(c1cccnc1)N1CCOCC1)Nc1ccccc1 (stereo not drawn)	-0.2	4	-1	-4	1	3	0	2
O=C(C(Sc1ccccc1)c1ccccc1)N1CCOCC1 (stereo not drawn)	0.4	10	-2	-3	-1	-1	-3	8
CN(C)c1ccc(NC(=O)CN2C3CCCC2CC(NC(=O)c2ccccc2)C3)cc1 (stereo not drawn)	-0.4	11	9	-2	-19	-14	-2	10

In another format: results already given
SMILES | UPR CHOP act | Mdm2 MdmX PPI | APJ antag | APJ ag | Jurkat NFkB inh | 697 NFkB inh | UPR XBP1 act | tim23-1 inh
O=C(NCc1ccccc1Cl)c1ccc(CS(=O)(=O)c2ccccc2)o1 | 3.3 | 20 | 20 | -1 | 13 | -19 | -1 | -1
Cc1ccc(NC(=S)NN2CCN(C)CC2)c(C)c1 | -1.6 | 14 | 2 | -1 | -6 | -9 | 2 | 0
O=c1cc(NCc2ccccc2)[nH]c(=O)[nH]1 | 0.2 | -6 | 13 | 5 | -3 | 9 | 0 | -1
CCc1ccccc1N1C(=O)C(Cl)=C(N2CCOCC2)C1=O | -0.6 | -3 | 4 | -2 | 5 | 1 | -3 | 13
O=C(Nc1cccn(Cc2c(Cl)cccc2Cl)c1=O)c1ccccc1Cl | 2.7 | 24 | -3 | -2 | 2 | -31 | 2 | 7

This is a random part of the collection (roughly 5% active in at least one column).
